Source: PubChem BioAssay
NPC1 promoter act: NPC1 promoter activation; Huh7 NPC1 promoter luciferase reporter, 24 h; Potency, µM (highest dose often 9.22 µM), without a hit: at the top dose activation, most hits filed as activators; 320,000 compounds, 2.4% hits; AID 485313;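 note: potency is the fitted concentration of half-maximal effect; % of control where 0% means no effect; nearly all actives have a fitted effect of over 60% in size; reporter is driven by a mutant NPC1 promoter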
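Luminescence from an NPC1 promoter-driven luciferase reporter in stably transfected Huh7 cells was measured after 24 h compound treatment at 37 °C, followed by 10 min ambient incubation with luciferase detection reagent.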
MBNL1-CUG inh: MBNL1-poly(CUG) RNA binding inhibition; Q9NR56; AID 2675; Potency, µM (highest dose often 57.5 µM), for inactives: at the highest dose activity change, negative = inhibition, hits mostly inhibitors; 280,000 compounds, 0.036% hits; TR-FRET MBNL1-His/biotin-(CUG)12 binding, 665/545 ratio; active = well fitted inhibition curve with a large enough effect in the signal ratio, with a control signal flat, not every such curve was filed as active; inconclusive = small, poorly fitted or top-dose-only effect, or effect the other way, or a change in a side signal; inactive = no such curve, though single readings can be large or run the other way; the % refers to the signal ratio; note: potency is the fitted concentration of half-maximal effect; % is set by controls: 0 for no effect and ±100 for the full control effect
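TR-FRET readout: Ex 340 nm, 665/545 nm emission ratio, normalized to buffer-only (basal) and MBNL1-(CUG)12 controls. Complex of MBNL1-His with Biotin-(CUG)12, compounds 92 nM–58 uM, incubated 60 min at room temperature.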
KCNH2 3.1 block: inhibitors of human KCNH2 3.1 potassium channel isoform; U2OS KCNH2 3.1, thallium flux FluxOr; stronger effect = lower value; 340,000 compounds, 0.95% hits; AID 720553; activity change, % (tested at about 1.8 µM);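 active = maximum activity change below -70%; inconclusive = maximum activity change from -70% to -50%; inactive = maximum activity change above -50%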;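 note: thallium influx rate constant from kinetic fluorescence after stimulation buffer; % is set by controls: 0 for no effect and ±100 for the full control effect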
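Kinetic fluorescence (2 min after stimulation buffer) measures Tl+ influx through KCNH2 3.1 expressed by viral transduction in U2OS cells; the rate constant is normalized against DMSO controls serving as positive and negative references.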
FLuc modulator: counter-screen for miR-21 project: firefly luciferase inhibitors or activators; P08659; purified FLuc, Km substrates, luminescence inhibition; Potency, µM (highest dose often 57.5 µM), for the others: top-dose activity change, negative = inhibition, most hits filed as inhibitors; 360,000 compounds, 6.9% hits;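 note: potency is the fitted concentration of half-maximal effect; plate controls were vehicle for no effect and reference inhibitor for full effect; nearly all actives have a fitted effect of over 55% in size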
Target sequence (P08659 whole entry, looked up): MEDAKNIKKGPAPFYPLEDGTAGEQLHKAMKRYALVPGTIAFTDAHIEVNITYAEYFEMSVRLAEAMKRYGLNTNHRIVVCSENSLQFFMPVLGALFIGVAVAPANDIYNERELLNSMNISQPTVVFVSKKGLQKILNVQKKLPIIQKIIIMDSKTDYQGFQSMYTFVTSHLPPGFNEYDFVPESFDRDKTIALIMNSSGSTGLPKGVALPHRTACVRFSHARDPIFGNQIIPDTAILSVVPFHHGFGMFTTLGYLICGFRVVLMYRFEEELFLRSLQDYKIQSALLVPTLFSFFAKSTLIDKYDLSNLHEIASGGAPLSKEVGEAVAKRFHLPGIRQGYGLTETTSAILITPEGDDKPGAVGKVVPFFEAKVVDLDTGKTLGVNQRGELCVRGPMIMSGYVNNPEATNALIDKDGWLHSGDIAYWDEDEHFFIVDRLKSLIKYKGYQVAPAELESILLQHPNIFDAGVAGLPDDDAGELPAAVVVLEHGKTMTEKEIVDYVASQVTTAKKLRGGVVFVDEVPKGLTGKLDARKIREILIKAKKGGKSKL
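Biochemical qHTS of compounds, final roughly 60 µM downward over six points, against 10 nM purified firefly luciferase using Km concentrations of substrates (10 uM D-luciferin, 10 uM ATP) in Tris acetate pH 7.5 buffer; luminescence output.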
Menin-MLL TR inh: inhibitors of human menin-MLL interaction, mutant MLL peptide. Menin + Texas Red MLL mutant peptide, fluorescence polarization. Potency, µM (titrated, usually from 61.6 µM), without a hit: at the highest dose FP activity change, negative = inhibition, actives largely listed as inhibitors. 270,000 compounds, 0.23% hits. AID 1768; active = well fitted inhibition curve with a large enough effect in the polarisation, with a control signal flat, not every such curve was filed as active; inconclusive = small, poorly fitted or top-dose-only effect, or effect the other way, or a change in a side signal; inactive = no such curve, though single readings can be large or run the other way; the % refers to the polarisation; note: potency is the fitted concentration of half-maximal effect; % of control where 0% means no effect; many of its hits are not listed in these tables
Rab9 promoter act: activators of Rab9 promoter; Huh7 Rab9 promoter-luciferase reporter, luminescence, 24 h; Potency, µM (titrated, usually from 9.22 µM), inactives show at the top dose activation, negative = inhibition, actives largely listed as activators; 320,000 compounds, 2.8% hits; AID 485297; note: potency is the fitted concentration of half-maximal effect; % of control where 0% means no effect; nearly all actives have a fitted effect of over 60% in size
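Cells were plated at 1500 per well in reduced-serum medium with 10% FBS and left 2 h. Compound in DMSO was then added for 24 h at 37 °C. Reporter signal was read by luminescence after 10 min with luciferase detection reagent.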
ELG1 DNA repair: blocks ELG1-dependent DNA repair in HEK293T cells | HEK293T ELG1-luciferase reporter, luminescence, 16 h; DNA damage induced by 5-fluorouridine | Potency, µM (titrated, usually from 46.1 µM), without a hit: at the top dose activity change, negative = inhibition, most hits filed as inhibitors | 330,000 compounds, 2.3% hits; note: potency is the fitted concentration of half-maximal effect; % is set by controls: 0 for no effect and ±100 for the full control effect; nearly all actives have a fitted effect of over 55% in size
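DMSO vehicle served as the neutral condition. Each well held 2,000 cells given 5-fluorouridine plus compound; after 16 hr at 37 °C/5% CO2, ONE-Glo was added and luciferase measured 30 min later.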
RORg inh: blocks mouse ROR gamma transcriptional activity. P51450. Drosophila S2 Gal4-RORgamma UAS-luciferase reporter, 20 h. Potency, µM (highest dose often 53.6 µM), for the others: top-dose activity change, negative = inhibition, hits mostly inhibitors. 310,000 compounds, 5.4% hits; note: potency is the fitted concentration of half-maximal effect; % is set by controls: 0 for no effect and ±100 for the full control effect; nearly all actives have a fitted effect of over 60% in size
Target sequence (P51450 whole entry, looked up, the tested form may be a part): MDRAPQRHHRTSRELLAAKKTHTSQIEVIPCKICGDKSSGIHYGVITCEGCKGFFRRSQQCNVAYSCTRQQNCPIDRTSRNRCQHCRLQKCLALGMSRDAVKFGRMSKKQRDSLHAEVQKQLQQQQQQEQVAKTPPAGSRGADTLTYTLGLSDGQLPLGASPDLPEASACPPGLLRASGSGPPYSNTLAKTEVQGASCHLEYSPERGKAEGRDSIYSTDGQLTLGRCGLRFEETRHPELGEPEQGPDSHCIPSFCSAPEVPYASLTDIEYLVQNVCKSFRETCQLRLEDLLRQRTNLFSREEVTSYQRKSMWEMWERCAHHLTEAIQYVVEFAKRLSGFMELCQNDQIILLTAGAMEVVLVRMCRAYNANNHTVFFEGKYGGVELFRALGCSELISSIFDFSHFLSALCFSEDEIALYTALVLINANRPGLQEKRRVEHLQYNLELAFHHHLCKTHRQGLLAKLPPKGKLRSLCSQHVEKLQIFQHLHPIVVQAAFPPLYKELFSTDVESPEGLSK
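Using a luciferase readout, inhibitors were identified by reduced reporter activity in Drosophila cells coexpressing a copper-inducible Gal4–ROR gamma fusion and UAS-driven Photinus luciferase, incubated 20 hr after 700 uM copper sulfate.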
Gal4-VP16 FLuc: inhibits Gal4-VP16 luciferase reporter, ROR gamma counter-screen. Potency, µM (titrated, usually from 53.6 µM), for the others: at the top dose activity, negative = inhibition, most hits filed as inhibitors. 310,000 compounds, 3.5% hits. AID 2546. Drosophila S2 Gal4-VP16 UAS-luciferase, luminescence, 20 h;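 note: Gal4-VP16 expression switched on by copper sulfate through the metallothionein promoter; potency is the fitted concentration of half-maximal effect; % is set by controls: 0 for no effect and ±100 for the full control effect; nearly all actives have a fitted effect of over 50% in size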
Mito fusion act: blocks mitochondrial division or promotes mitochondrial fusion; S. cerevisiae fusion-defective mutant growth rescue, CellTiterGlo 48 h; Potency, µM (top dose mostly 46.1 µM), inactives show at the top dose growth rescue (activation), usual class: activators; 320,000 compounds, 0.23% hits;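 note: potency is the fitted concentration of half-maximal effect; % of control where 0% means no effect; nearly all actives have a fitted effect of over 45% in size; temperature-sensitive fusion mutants such as fzo1-1 at 37 °C on non-fermentable ethanol glycerol medium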
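Luminescent cell viability in 1536-well qHTS format served as the measure of rescued growth in ts fusion-mutant S. cerevisiae cultured on non-fermentable YPEG for 48 hours at 37C.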
PKM2 act: activators of human pyruvate kinase M2; P14618; purified PKM2, Kinase-Glo ATP luminescence, activation; response scale: 0% is enzyme alone, no compound; Potency, µM (highest dose often 57.5 µM), for the others: top-dose activation, usual class: activators; 260,000 compounds, 0.34% hits; AID 1631; note: potency is the fitted concentration of half-maximal effect; % is set by controls: 0 for no effect and ±100 for the full control effect; nearly all actives have a fitted effect of over 55% in size
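hPK-M2, >95% pure; 0.1 mM ADP / 0.5 mM PEP final; imidazole pH7.2 buffer w/ 7 mM MgCl2, 50 mM KCl; 1 h RT; Kinase-Glo lum. Intermediate enzyme activity for dual inhibitor/activator qHTS.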
Starred values were filed as active, the others as inactive; ? = inconclusive; . = no result given. Unless noted, calls come from the whole dose curve; as a rule, active = well fitted curve in the direction sought with a large enough effect; inconclusive = small, poorly fitted or top-dose-only effect, or another doubt; inactive = no such curve, though single readings can be large; an effect the other way counts as inactive or inconclusive.

compound	NPC1 promoter act	MBNL1-CUG inh	KCNH2 3.1 block	FLuc modulator	Menin-MLL TR inh	Rab9 promoter act	ELG1 DNA repair	RORg inh	Gal4-VP16 FLuc	Mito fusion act	PKM2 act
O=C(Nc1ccc2c(c1)OCCO2)NC1(C(F)(F)F)Oc2ccccc2O1	-4%	2%	0	?	0%	-5%	?	?	-19%	-5%	25%
O=C(O)c1ccc2nc(-c3ccccc3)sc2c1	-27%	13%	-18	2.4µM*	-12%	-28%	?	?	2.5µM*	27%	-11%
CCCN1CCC(=O)N(CCN=[N+]=[N-])CC1	-5%	-8%	3	3%	-4%	-3%	12%	-1%	-2%	-1%	2%
O=C(NC1CCCc2ccccc21)N[C@@H](Cc1ccccc1)C(=O)O (stereo not given in full)	1%	-3%	3	1%	20%	0%	24%	0%	-5%	-6%	.
Cc1ccc(CNCCNCCO)s1	-3%	-6%	4	0%	-16%	-7%	-6%	1%	-2%	-2%	3%
O=C(NCCCN1CCOCC1)c1cnn2c(-c3ccccc3)cc(-c3ccccc3)nc12	-2%	28%	1	-15%	-21%	-1%	?	10%	-20%	3%	3%
CN1CC(c2ccccc2)C2(COc3ccccc3C2=O)C12C(=O)Nc1ccccc12 (stereo not given)	-2%	0%	-25	4%	?	-4%	11%	?	-6%	10%	-1%
Cc1ccc(NNC(N)=S)cc1Cl	-2%	-1%	0	2%	.	-7%	2%	?	5µM*	9%	10%
Cc1ccc(O)c(NC(=O)C2CC(c3ccc(F)cc3)=NO2)c1 (stereo not given)	-1%	-19%	-29	2%	2%	-4%	1%	15%	-1%	?	-14%
CC/C(O)=C1\C(=O)CC(c2ccccc2)CC1=NCCC(=O)O (stereo not given)	1%	-5%	5	1%	-27%	1%	15%	-3%	0%	-5%	0%
OC(CNC1CCCc2ccccc21)COc1c(Cl)cccc1Cl (stereo not given)	-6%	-11%	-23	1%	0%	-11%	-28%	7%	0%	1%	-9%
CC(C)[C@@H]1C=C(C(=O)O)O[C@H](OCCCCO)C1	1%	4%	1	0%	.	3%	7%	?	-24%	-3%	2%
CC(=O)Nc1cccc(NC(=O)CSc2nc(=O)n(CCN3CCOCC3)c3c2CCCC3)c1	-6%	.	10	-1%	.	-1%	10%	.	.	0%	.
Cc1ccc(SC(C)C(=O)Nc2ncn[nH]2)cc1 (stereo not given)	-1%	1%	14	3%	3%	-12%	14%	?	-6%	-9%	7%
CCOc1cc(NC(=O)Nc2ccc(F)cc2)c(OCC)cc1NC(=O)CC	-6%	-8%	12	4%	21%	0%	-21%	13%	1%	3%	-1%
O=C(CN1CCN(c2ncccn2)CC1)NCc1ccc2c(c1)OCO2	0%	-1%	-16	-5%	2%	0%	-1%	-1%	-5%	7%	0%
COC(=O)Cc1nc(NC(=O)c2cccs2)sc1C	?	-3%	1	17µM*	-2%	?	?	20%	-2%	3%	.
COc1ccc(OC)c(S(=O)(=O)Nc2ccc(-c3ccc4nncn4n3)cc2)c1	-14%	.	-9	-1%	.	-8%	-15%	.	.	6%	.
NS(=O)(=O)c1ccc(CCNCc2cccs2)cc1	8%	-16%	22	-15%	-2%	-2%	-5%	4%	0%	0%	6%
O=C1CC(=O)N(CCc2ccccc2)C(=O)N1CCc1ccccc1	8%	8%	-1	-1%	?	2%	6%	?	-6%	-2%	-4%
CC(C)(C)NS(=O)(=O)c1ccc(OCC(=O)NCC2CCCO2)cc1 (stereo not given)	-3%	.	-5	1%	.	-7%	8%	.	.	-6%	.
O=C(NCCCN1CCOCC1)C1COc2ccccc2O1 (stereo not given)	0%	-18%	5	-2%	-8%	5%	-4%	0%	-6%	-1%	-3%
CCc1nn(CCCC(=O)N2CCc3ccccc3C2)c(=O)c2cc3occc3n12	8%	-2%	-3	-6%	-10%	2%	-36%	-1%	0%	10%	13%
Cc1ccc(C(=O)/C=C/c2cc(C#N)n(C)c2C)cc1	13%	11%	-3	8.5µM*	-14%	14%	?	35%	-4%	-7%	.
COc1ccc(CN2CCOCCOCCOCCOCCOCC2)cc1	0%	.	0	-2%	.	-3%	16%	11%	-1%	-6%	8%
CC(C)CCNC(=O)CCc1nnc(Cc2c[nH]c3ccccc23)o1	-4%	1%	12	4%	-2%	15%	4%	9%	3%	-3%	4%
CC(C)(C)n1nnnc1CN1CCC(NC(=O)NC2CCCCC2)CC1	-1%	1%	3	5%	0%	1%	7%	-1%	6%	-6%	1%
CCOc1ccc(S(=O)(=O)N2CCC(C(=O)NCc3ccncc3)CC2)cc1Cl	-5%	-1%	-4	2%	-13%	4%	-3%	-1%	16%	-1%	.
O=C(c1ccc(CSc2ccc(Cl)cc2)cc1)N1CCCC1	24%	-2%	-8	19µM*	?	?	0%	?	1%	-2%	20%
NNC(=O)c1ccc(COc2cccc3ccccc23)o1	-1%	-7%	-1	?	.	-1%	?	-36%	4%	5%	-9%
COc1cc(/C=C2\C(=O)N(C)C(=S)N2C)ccc1O	0%	-3%	-7	-13%	10%	-5%	?	20%	0%	1%	-17%
CC(=O)NC1(c2ccc(F)cc2)CCN(C(=O)Nc2ccc(F)cc2F)CC1	2%	-4%	-2	3%	16%	0%	2%	-13%	-3%	-3%	-4%
CCC(C)n1c(SCC(=O)Nc2cc(C(C)(C)C)nn2-c2ccccc2)nc2ccccc2c1=O (stereo not given)	-3%	2%	-25	1%	0%	-1%	-25%	33%	-2%	2%	-7%
O=[N+]([O-])c1ccc(N/N=C/c2cccc(O)c2)cc1	3%	?	-26	24µM*	?	28%	?	11%	3%	?	.
CC1CCN(S(=O)(=O)c2ccc(C(=O)NNC(=O)C3CC3)cc2)CC1	0%	-12%	-3	-2%	-1%	-7%	-3%	15%	7%	-1%	-8%
O=C(COC(=O)C1=Cc2ccccc2OC1)NCc1ccco1	-3%	?	7	-8%	-5%	1%	8%	-2%	-18%	-1%	-5%
CCCNC(=O)COC(=O)c1cc2c(=O)n3ccccc3nc2s1	1%	?	1	-11%	4%	0%	?	21%	-4%	0%	-3%
COc1ccc(CN(C(=O)c2nsc(Cl)c2Cl)C(C(=O)NC2CCCCC2)c2ccc(OC)cc2)cc1 (stereo not given)	0%	5%	-15	-1%	?	2%	-2%	-25%	-8%	9%	-3%
O=C(/C=C/c1ccccn1)c1ccc(Br)cc1O	0%	-3%	-14	-8%	-3%	-2%	2%	-7%	-4%	10%	8%
CCc1ccc(C(=O)CN2C(=O)NC(C)(c3ccc(C)cc3)C2=O)cc1 (stereo not given)	-2%	-7%	-4	?	0%	-4%	2%	24%	1%	10%	-4%
O=C(N/N=C/c1cccnc1)c1cc(-c2ccc(Br)cc2)nc2ccccc12	-16%	-12%	-2	6.7µM*	.	0%	13µM*	-18%	-24%	-1%	4%
COc1cc(CC(=O)Nc2ccc(N3CCOCC3)cc2)cc(OC)c1OC	5%	-8%	17	-5%	8%	-4%	-7%	7%	-14%	-9%	2%
Cc1cccc(C)c1NC(=O)CN(C)C(=O)C1CC(=O)N(c2cccc3ccccc23)C1 (stereo not given)	1%	.	1	1%	.	-7%	-4%	.	.	2%	.
COc1cccc(-c2nnc(NC(=O)c3cccs3)s2)c1	?	-10%	-4	2.4µM*	0%	?	?	-32%	4%	-1%	-1%
CN(C(=O)COC(=O)CNC(=O)c1ccc(C(C)(C)C)cc1)c1c(N)n(Cc2ccccc2)c(=O)[nH]c1=O	0%	.	5	?	.	6%	14%	.	.	-1%	.
COc1ccc(-c2ccc(N(C)C)cc2)cc1[C@H]1[C@@H]2C=CCC[C@@]2(C)C(=O)N1Cc1ccccc1	-6%	1%	4	0%	.	-8%	?	26%	1%	-16%	-2%

The list is partial, so the mix of outcomes need not match the whole.
